Screening results: PubChem BioAssay, Southern Research Specialized Biocontainment Screening Center
influenza NS1A = H1N1 influenza NS1A inhibitors, functional cell based assay (AID 504329). NS1A functional cell-based assay, percent inhibition; higher % means a stronger effect. 340,000 tested, 0.3% active. inhibition, % at 12.5 µM; hits with a dose series show IC50 in µM; in the data active means a potency from the dose series; inconclusive means inhibition above about 27% without an active follow-up result; further: strong numbers were not always called active
H37Rv inhibition = M. tuberculosis growth inhibition, HTS (AID 449762); M. tuberculosis H37Rv growth inhibition, 7H9 media; higher % means a stronger effect; inhibition, % at 25 µM; hits with a dose series show IC50 in µM; 330,000 tested, 0.59% active; in the data active means a potency from the dose series; inconclusive means inhibition above about 70% without an active follow-up result;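 further: bacterial growth assessed after seven days of incubation; strong numbers were not always called active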
tuberculosis growth = growth inhibition of non-replicating M. tuberculosis (AID 488890) | Mycobacterium tuberculosis non-replicating, growth inhibition; higher % means a stronger effect | inhibition, % at 25 µM, or IC50 in µM where a hit was titrated | 320,000 tested, 0.39% active; in the data active means a potency from the dose series; inconclusive means inhibition mostly from about 82% at the one dose, without a potency; inactive means the rest, 99 in 100 with inhibition below about 76%;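 further: plate controls were DMSO cells for no effect and high antibiotic wells for full effect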
PhoP GFP inhibition = PhoP regulon inhibitors, Salmonella typhi PhoP promoter GFP reporter, confirmatory (AID 1850). Salmonella Typhi PhoP-promoter GFP reporter, fluorescence, 4 h; higher % means a stronger effect. inhibition, % at 50 µM; hits with a dose series show IC50 in µM. 310,000 tested, 0.33% active; in the data active means a potency from the dose series; inconclusive means inhibition mostly from about 25% at the one dose, without a potency; inactive means the rest, 99 in 100 with inhibition below about 19%;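 further: 0% = induced wells with vehicle and 100% = uninduced wells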
inhibitors of VEEV = inhibitors of VEEV TC-83 cytopathic effect, confirmation, Vero cells (AID 588727). Vero cells, VEEV TC-83 cytopathic effect inhibition; higher % means a stronger effect. inhibition, % at 20 µM, or IC50 in µM where a hit was titrated. 350,000 tested, 0.13% active; in the data active means a potency from the dose series; inconclusive means inhibition mostly from about 14% at the one dose, without a potency; inactive means the rest, 99 in 100 with inhibition below about 12%; further: strong numbers were not always called active
* = called active by the depositor; i = inactive; ? = inconclusive; / = no result given. Compounds were not picked by outcome. About 1.4% of those tested had a hit in this group.

Keys – A = influenza NS1A; B = H37Rv inhibition; C = tuberculosis growth; D = PhoP GFP inhibition; E = inhibitors of VEEV
1) O=C(NCCN1CCOCC1)c1ccccc1N1C(=O)[C@@H]2Cc3c([nH]c4ccccc34)C(c3ccccc3)N2C1=O (some centres not stated)
  A: 5% | B: -10% | C: 37% | D: 1% | E: 8.1%
2) COc1ccccc1C(=O)NCC(=O)OCC(=O)N(CC(C)C)c1c(N)n(Cc2ccccc2)c(=O)[nH]c1=O
  A: 10% | B: -1% | C: -3% | D: 2% | E: 0.8%
3) O=C(NC1(C(F)(F)F)C(=O)Nc2c1c(=O)[nH]c(=O)n2Cc1ccccc1)c1ccco1 (configuration not stated)
  A: -1% | B: 0% | C: 0% | D: 4% | E: 0.3%
4) CC(=O)N/C(=C\c1ccccc1)C(=O)OC(C)C(=O)c1ccccc1 (configuration not stated)
  A: -4% | B: 4% | C: -4% | D: 1% | E: 2.3%
5) CC(C)CC(NC(N)=O)C(=O)NCCc1ccc(Cl)cc1Cl (configuration not stated)
  A: 0% | B: -4% | C: 4% | D: 0% | E: 2.5%
6) COC(=O)c1cc2occc2n1Cc1nc(-c2ccccc2C)oc1C
  A: 3% | B: -3% | C: / | D: -4% | E: 0.4%
7) COc1cccc(CNC(=O)c2ccc3c(c2)S(=O)(=O)N=C2CCCCCN23)c1
  A: -4% | B: 0% | C: 7% | D: -9% | E: 2.2%
8) COc1ccc(C(=O)NNC(=O)CCc2ccccc2OC)cc1
  A: -8% | B: 1% | C: -11% | D: 1% | E: 1.9%
9) CC(C)(C)c1ccc(OCc2cnc(Cl)s2)cc1
  A: -13% | B: 8% | C: ? | D: 2% | E: i
10) Oc1ccc(-c2nnc(-c3ccc(O)cc3)nn2)cc1
  A: -1% | B: -11% | C: 16% | D: -3% | E: 4.5%
11) O=C(Nc1nnc(CSCc2ccc(F)cc2)s1)c1cccc([N+](=O)[O-])c1
  A: 12% | B: 12% | C: 24% | D: -5% | E: 5.3%
12) CC(=O)N1CCN(C(=O)c2cccc(S(=O)(=O)N3c4ccccc4CC3C)c2)CC1 (configuration not stated)
  A: -10% | B: -9% | C: 1% | D: / | E: i
13) O=C(O)C(=O)Cc1c[nH]c2ccccc12
  A: -7% | B: -2% | C: 0% | D: 7% | E: 1.4%
14) [O-]/C(=C(\C(=S)Nc1ccc(SC(F)F)cc1)[n+]1cccc(CO)c1)c1ccc(Cl)s1
  A: 5% | B: 9% | C: 28% | D: 5% | E: 3.0%
15) Cc1nc(Cl)cc(N/N=C/c2ccccc2)n1
  A: 2% | B: 7% | C: 14% | D: -4% | E: 0.3%
16) CCOC(=O)c1ccc(NC(=S)N2CCN(CCN=CC3=C(O)CC(C)(C)CC3=O)CC2)cc1
  A: -2% | B: 7% | C: 14% | D: -10% | E: 0.2%
17) Cc1ccc(C(=O)NCC(=O)OCN2C(=O)c3ccccc3C2=O)cc1C
  A: -3% | B: 5% | C: -3% | D: / | E: i
18) Cc1ccc(NC(=O)c2ccc(Nc3c([N+](=O)[O-])cc([N+](=O)[O-])cc3[N+](=O)[O-])cc2)cc1
  A: 3% | B: ? | C: 80% | D: 13% | E: 9.4%
19) CC(/C=N/NC(=O)c1nnn(-c2nonc2N)c1CN1CCCCC1)=C\c1ccccc1
  A: 3% | B: 9% | C: 15% | D: -3% | E: 0.2%
20) CCN(CC)S(=O)(=O)c1ccc(F)c(C(=O)OC2CC(C)OC2=O)c1 (configuration not stated)
  A: -4% | B: 5% | C: -7% | D: 4% | E: 1.4%

Some of the entries above, set out differently:
Order of results – influenza NS1A	H37Rv inhibition	tuberculosis growth	PhoP GFP inhibition	inhibitors of VEEV
(6) COC(=O)c1cc2occc2n1Cc1nc(-c2ccccc2C)oc1C
 : 3%	-3%	/	-4%	0.4%
(7) COc1cccc(CNC(=O)c2ccc3c(c2)S(=O)(=O)N=C2CCCCCN23)c1
 : -4%	0%	7%	-9%	2.2%
(8) COc1ccc(C(=O)NNC(=O)CCc2ccccc2OC)cc1
 : -8%	1%	-11%	1%	1.9%
(9) CC(C)(C)c1ccc(OCc2cnc(Cl)s2)cc1
 : -13%	8%	?	2%	i
(10) Oc1ccc(-c2nnc(-c3ccc(O)cc3)nn2)cc1
 : -1%	-11%	16%	-3%	4.5%
(11) O=C(Nc1nnc(CSCc2ccc(F)cc2)s1)c1cccc([N+](=O)[O-])c1
 : 12%	12%	24%	-5%	5.3%
(12) CC(=O)N1CCN(C(=O)c2cccc(S(=O)(=O)N3c4ccccc4CC3C)c2)CC1 (configuration not stated)
 : -10%	-9%	1%	/	i
(13) O=C(O)C(=O)Cc1c[nH]c2ccccc12
 : -7%	-2%	0%	7%	1.4%
(14) [O-]/C(=C(\C(=S)Nc1ccc(SC(F)F)cc1)[n+]1cccc(CO)c1)c1ccc(Cl)s1
 : 5%	9%	28%	5%	3.0%
(15) Cc1nc(Cl)cc(N/N=C/c2ccccc2)n1
 : 2%	7%	14%	-4%	0.3%
(16) CCOC(=O)c1ccc(NC(=S)N2CCN(CCN=CC3=C(O)CC(C)(C)CC3=O)CC2)cc1
 : -2%	7%	14%	-10%	0.2%
(17) Cc1ccc(C(=O)NCC(=O)OCN2C(=O)c3ccccc3C2=O)cc1C
 : -3%	5%	-3%	/	i

The results go on.
Keys – A = influenza NS1A; B = H37Rv inhibition; C = tuberculosis growth; D = PhoP GFP inhibition; E = inhibitors of VEEV
21) CCC(Sc1nc(N)cc(=O)[nH]1)C(=O)Nc1cc(C)on1 (configuration not stated)
  A: 5% | B: 0% | C: -3% | D: -17% | E: i
22) COc1ccc(S(=O)(=O)NC2CC(C)(C)NC(C)(C)C2)c2ccccc12
  A: -4% | B: 0% | C: -11% | D: -7% | E: i
23) CO/N=C/C(=N\Nc1cc(OC)cc(OC)c1)C(=O)c1ccccc1
  A: 1% | B: 6% | C: 9% | D: -11% | E: 7.1%
24) COCCNC(=O)c1ccc2c(c1)C(=O)c1ccccc1-2
  A: -3% | B: -7% | C: 6% | D: 1% | E: 0.3%
25) COc1ccccc1S(=O)(=O)N1CCC(C(=O)O)(c2ccccc2)CC1
  A: 13% | B: -2% | C: -9% | D: 9% | E: i
26) CC(C)CCN1CCN(Cc2cccn2-c2ccccn2)CC1CCO (configuration not stated)
  A: -8% | B: -5% | C: 7% | D: -7% | E: 0.3%
27) COc1cc(NC(=O)COc2cccc(C)c2C)ccc1NC(=O)c1ccco1
  A: 11% | B: 3% | C: -7% | D: -1% | E: 4.2%
28) C=CCN1C(=O)/C(=C\C(C)=C\c2ccccc2)SC1=S
  A: 2% | B: 3% | C: 6% | D: -6% | E: 0.9%
29) Cc1ccc(C(=O)Nc2cccc(-c3cn4ccccc4n3)c2)cc1
  A: -3% | B: ? | C: 4% | D: -9% | E: 2.2%
30) COC(=O)c1cc(NC(=O)C2COc3ccccc3O2)cc(C(=O)OC)c1 (configuration not stated)
  A: -2% | B: -1% | C: 27% | D: -6% | E: 1.9%
31) CN1C[C@@H]2[C@@H]3C(=O)N(C)C(=O)[C@@H]3[C@](Cc3ccccc3)(C1=O)N2C(=O)c1ccc(F)cc1
  A: -5% | B: / | C: / | D: / | E: i
32) CN(C)c1cccc2c1c(NS(=O)(=O)c1cn(C)cn1)nn2C
  A: -9% | B: 2% | C: 7% | D: -10% | E: 1.7%
33) CN(C(=O)Cn1c(=O)oc2cc(S(=O)(=O)N3CCCC3)ccc21)C1CCCCC1
  A: 6% | B: -3% | C: 0% | D: -9% | E: 2.1%
34) CC1(C)CCC[C@]2(C)[C@H]3Cc4cc(O)ccc4O[C@]3(C)CC[C@@H]12
  A: 7% | B: 6% | C: 0% | D: / | E: 0.8%
35) CC(Sc1n[nH]c(-c2ccccc2)n1)C(=O)c1c(N)n(C)c(=O)n(C)c1=O (configuration not stated)
  A: 0% | B: 0% | C: -5% | D: 0% | E: 12%
36) CCCN(CCC)S(=O)(=O)c1ccc(C(=O)Nc2c(C)n(C)n(-c3ccccc3)c2=O)cc1
  A: -8% | B: -2% | C: 3% | D: -11% | E: i
